JMJD2A Tudor – JMJD2A Tudor domain (human) inhibition; O75164; AlphaScreen JMJD2A-Tudor / H3K4me3 peptide binding; Potency, µM (highest dose often 114 µM), inactives show top-dose activity change, negative = inhibition, most hits filed as inhibitors; hit rate 4.4% among 390,000; note: % is set by controls: 0 for no effect and ±100 for the full control effect; nearly all actives have a fitted effect of over 50% in size
GLS inhibitor – inhibitors of human glutaminase (GLS). O94925. GLS enzymatic activity, qHTS titration. Potency, µM (highest dose often 45.5 µM), inactives show at the highest dose activity change, negative = inhibition, most hits filed as inhibitors. hit rate 0.21% among 410,000. AID 624170; note: % is set by controls: 0 for no effect and ±100 for the full control effect
Target sequence (O94925 whole entry, looked up): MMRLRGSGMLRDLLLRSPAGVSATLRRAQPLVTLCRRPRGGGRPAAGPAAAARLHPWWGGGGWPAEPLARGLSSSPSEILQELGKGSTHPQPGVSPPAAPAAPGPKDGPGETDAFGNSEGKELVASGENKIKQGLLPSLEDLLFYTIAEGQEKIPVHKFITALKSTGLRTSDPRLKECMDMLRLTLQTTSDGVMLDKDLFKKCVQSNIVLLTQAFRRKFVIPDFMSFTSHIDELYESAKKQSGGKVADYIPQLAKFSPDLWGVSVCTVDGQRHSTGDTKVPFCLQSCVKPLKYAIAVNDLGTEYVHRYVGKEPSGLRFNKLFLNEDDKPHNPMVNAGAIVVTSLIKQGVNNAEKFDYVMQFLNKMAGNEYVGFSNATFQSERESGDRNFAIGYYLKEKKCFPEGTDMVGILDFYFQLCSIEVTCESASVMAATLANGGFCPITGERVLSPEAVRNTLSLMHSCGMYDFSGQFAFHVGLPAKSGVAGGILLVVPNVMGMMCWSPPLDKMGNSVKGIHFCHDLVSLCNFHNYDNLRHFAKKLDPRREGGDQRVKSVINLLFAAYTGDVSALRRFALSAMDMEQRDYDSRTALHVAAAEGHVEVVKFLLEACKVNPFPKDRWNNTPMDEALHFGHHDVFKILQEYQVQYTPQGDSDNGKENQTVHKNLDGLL
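hKGA; 45 mM KH2PO4 pH 8.2 + 0.02% Tween-20; cpd via pin tool; 1 mM Gln soln; GluOx/HRP/Amplex Red; RT 30 min; fluor. t0 & final.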
Pol iota inh – inhibitors of human DNA polymerase iota; Pol iota fluorescent replication assay, 10 min; Potency, µM (highest dose often 115 µM), without a hit: at the highest dose activity, negative = inhibition, usual class: inhibitors; hit rate 1% among 390,000; Q9UNA4; AID 588590
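Pol iota at 10 nM preincubated 15 min with compounds at room temperature; reaction started with fluorescent substrate, 50 nM final. Fluorescence read kinetically at 0 and 10 min; buffer-only wells as negative control.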
G9a inh – inhibitors of human histone lysine methyltransferase G9a. Potency, µM (series often up to 102 µM), without a hit: top-dose activity, negative = inhibition, actives largely listed as inhibitors. hit rate 8.8% among 350,000. AID 504332. G9a H3K9 monomethylation, AlphaScreen, 2 h; note: % is set by controls: 0 for no effect and ±100 for the full control effect; nearly all actives have a fitted effect of over 75% in size
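Readings reflect AlphaScreen signal from monomethyl-H3K9 antibody detection. HMT at 20 nM; substrate b-H3K9 500 nM; cofactor SAM 20 uM; 2 h RT reaction; compounds tested as titrations in qHTS with 15 min preincubation.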
Pin1 inh – inhibitors of human Pin1 | AID 504891 | hit rate 0.009% among 390,000 | Q13526 | Potency, µM (highest dose often 115 µM), for inactives: at the top dose activity, negative = inhibition, hits mostly inhibitors | Pin1 FP peptide displacement, HiFluor488, 10 min; active = well fitted inhibition curve with a large enough effect in the polarisation, with a control signal flat, not every such curve was filed as active; inconclusive = small, poorly fitted or top-dose-only effect, or effect the other way, or a change in a side signal; inactive = no such curve, though single readings can be large or run the other way; the % refers to the polarisation; note: % is set by controls: 0 for no effect and ±100 for the full control effect
Target sequence (Q13526 whole entry, looked up): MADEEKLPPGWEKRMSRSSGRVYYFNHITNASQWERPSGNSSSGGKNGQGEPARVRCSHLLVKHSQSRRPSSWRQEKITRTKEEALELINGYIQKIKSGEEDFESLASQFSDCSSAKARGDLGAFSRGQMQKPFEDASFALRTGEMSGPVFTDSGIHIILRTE
BAZ2B block – BAZ2B (human) inhibition; Q9UIF8; AlphaScreen BAZ2B-H3K14Ac peptide displacement; Potency, µM (top dose mostly 114 µM), without a hit: at the top dose activity change, negative = inhibition, hits mostly inhibitors; hit rate 4.4% among 360,000; note: % is set by controls: 0 for no effect and ±100 for the full control effect; nearly all actives have a fitted effect of over 60% in size
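AlphaScreen luminescence quantifies BAZ2B engagement of H3K14Ac peptide; the protein and biotinylated peptide are both at 50 nM final, buffer PBS pH 7.4 with 0.01% Tween-20, all steps at room temperature.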
BLM inh – Bloom syndrome helicase (human) inhibition. P54132. recombinant BLM DNA unwinding, fluorescence dequenching. Potency, µM (highest dose often 56.1 µM), for the others: at the highest dose activity change, negative = inhibition, usual class: inhibitors. hit rate 0.2% among 350,000;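 note: plate controls were vehicle for no effect and no enzyme for full effect; nearly all actives have a fitted effect of over 35% in size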
Tb PGK inh – inhibitors of T. brucei phosphoglycerate kinase; P07378; PGK/GAPDH coupled, Kinase-Glo luminescence, 60 min; Potency, µM (titrated, usually from 57.5 µM), without a hit: at the top dose activity change, negative = inhibition, hits mostly inhibitors; hit rate 0.043% among 380,000; AID 602233; note: % is set by controls: 0 for no effect and ±100 for the full control effect; nearly all actives have a fitted effect of over 60% in size
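Recombinant glycosomal PGK reaction used 1,3-bisphosphoglycerate generated in-well by GAPDH (100nM final) in 100mM TEA pH 7.6, 5mM MgCl2, 0.01% Tween-20. After 60 minutes at room temperature, ATP was read by Kinase-Glo Plus luminescence end-point.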
HP1b chromo inh – inhibitors of HP1-beta chromodomain binding to methylated histone tails | P83916 | AlphaScreen HP1-beta / biotin-H3K9me3 peptide binding | Potency, µM (titrated, usually from 114 µM), inactives show at the top dose activity change, negative = inhibition, actives largely listed as inhibitors | hit rate 0.56% among 390,000 | AID 540317; note: nearly all actives have a fitted effect of over 70% in size; inactives centre near 23
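Compound inhibition of the preformed complex between 50 nM HP1-beta and 50 nM biotinylated H3K9me3 peptide was read by AlphaScreen. Buffer was PBS pH 7.4 with 0.01% Tween-20. Incubations ran 30 min at room temperature, with 10 ug/mL donor/acceptor beads.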
* marks the source's active call; other numbers are inactive results; i = inactive; ? = inconclusive; . = no result given; & = joins results of further samples; [ ] = dose if it differs, or a comment. Unless noted, calls come from the whole dose curve; as a rule, active = well fitted curve in the direction sought with a large enough effect; inconclusive = small, poorly fitted or top-dose-only effect, or another doubt; inactive = no such curve, though single readings can be large; an effect the other way counts as inactive or inconclusive. Potency is the fitted concentration of half-maximal effect. Some of the compounds tested; count on the stated rates, not on these rows.

JMJD2A Tudor	GLS inhibitor	Pol iota inh	G9a inh	Pin1 inh	BAZ2B block	BLM inh	Tb PGK inh	HP1b chromo inh	compound
7%	0%	24%	10%[12.7 µM]	2%	-2%	1%	-5%	23%	CC1CCCN(C(=O)c2ccncc2)C1 (stereo unspecified)
2%	-11%	-14%	11%[59 µM]	2%	10%	-18%	-6%	55%	C=CCc1ccc(OCC(O)COc2ccc(CC=C)cc2OC)c(OC)c1
?	3%	?	?	?	?	-16%	-6%	-26%	O=S(=O)(Nc1nc(-c2ccccc2)cs1)c1cc(Cl)ccc1Cl
-10%	-13%	100%[activator]	33%[59 µM]	4%	0%	-4%	-6%	15%	CSc1nc(N)n(-c2cc(C(F)(F)F)ccn2)n1
-7%	1%	21%	2%	-3%	26%	-2%	-2%	40%[activator]	c1ccc(Cn2nnnc2C(c2ccncc2)N2CCOCC2)cc1 (stereo unspecified)
-10%	32%[activator]	-7%	2%[59 µM]	28%	-16%	-10%	i	37%	O=c1[nH]c(C2CCCN(S(=O)(=O)c3ccccc3F)C2)nc2c1nnn2Cc1ccccc1Cl (stereo unspecified)
-5%	-6%	14%	-27%[12.7 µM]	-3%	-36%	-3%	3%	11%	Cc1ccc(SCc2cc(=O)[nH]c(N3CCN(Cc4ccccc4)CC3)n2)cc1
-4%	5%	22%	-12%[59 µM]	-3%	4%	2%	i	8%	COCCn1c(CN2CCC(Cc3ccccc3)CC2)nc2c1c(=O)n(C)c(=O)n2C
-11%	17%	-10%	10%[12.7 µM]	4%	2%	.	1%	32%	O=C(NNC(=O)c1ccc2c(=O)n3c(nc2c1)CCC3)c1ccc(Cl)cc1
-18%	-2%	10%	.	1%	.	.	1%	22%	O=C(c1ccc(S(=O)(=O)N2CCC(c3nc4ccccc4s3)CC2)cc1)N1CCCCC1
?	-2%	?	.	-7%	20µM*	4%	-9%	35%	O=P(c1ccccc1)(c1ccccc1)C(O)c1ccccn1 (stereo unspecified)
-35%	1%	35%[activator]	-17%	-2%	-32%	-7%	0%	-6%	CCCC(C)c1nnc(NC(=O)COc2ccc3c(c2)OCO3)s1 (stereo unspecified)
-7%	-12%	19%	-50%	-2%	-1%	3%	-2%	30%	Cc1nn(-c2ccccc2)c(C)c1NC(=O)COc1ccc(Br)cc1Cl
28µM*	40%[activator]	6%	?	28%	?	-12%	-25%	?	O=C(O)c1cc(N=Nc2c(O)ccc3ccccc23)cc(C(=O)O)c1
-2%	-2%	-5%	.	-6%	-4%	-1%	i	35%	Cc1cccc(OC(C)C(=O)NC2CCS(=O)(=O)C2)c1C (stereo unspecified)

Three entries drawn at random from those above:
JMJD2A Tudor	GLS inhibitor	Pol iota inh	G9a inh	Pin1 inh	BAZ2B block	BLM inh	Tb PGK inh	HP1b chromo inh	compound
-10%	-13%	100%[activator]	33%[59 µM]	4%	0%	-4%	-6%	15%	CSc1nc(N)n(-c2cc(C(F)(F)F)ccn2)n1
7%	0%	24%	10%[12.7 µM]	2%	-2%	1%	-5%	23%	CC1CCCN(C(=O)c2ccncc2)C1 (stereo unspecified)
-11%	17%	-10%	10%[12.7 µM]	4%	2%	.	1%	32%	O=C(NNC(=O)c1ccc2c(=O)n3c(nc2c1)CCC3)c1ccc(Cl)cc1

Returning to the listing with the 4 entries that preceded the break.
JMJD2A Tudor	GLS inhibitor	Pol iota inh	G9a inh	Pin1 inh	BAZ2B block	BLM inh	Tb PGK inh	HP1b chromo inh	compound
-35%	1%	35%[activator]	-17%	-2%	-32%	-7%	0%	-6%	CCCC(C)c1nnc(NC(=O)COc2ccc3c(c2)OCO3)s1 (stereo unspecified)
-7%	-12%	19%	-50%	-2%	-1%	3%	-2%	30%	Cc1nn(-c2ccccc2)c(C)c1NC(=O)COc1ccc(Br)cc1Cl
28µM*	40%[activator]	6%	?	28%	?	-12%	-25%	?	O=C(O)c1cc(N=Nc2c(O)ccc3ccccc23)cc(C(=O)O)c1
-2%	-2%	-5%	.	-6%	-4%	-1%	i	35%	Cc1cccc(OC(C)C(=O)NC2CCS(=O)(=O)C2)c1C (stereo unspecified)
2%	0%	-6%	-26%[59 µM]	?	12%	0%	i	49%[activator]	CCOC(=O)c1cc2c(=O)n3ccccc3nc2n(CC2CCCO2)c1=NC(=O)c1cccc(C(F)(F)F)c1 (stereo unspecified)
-20%	-8%	-1%	-7%[59 µM]	2%	-8%	0%	-2%	1%	CCC(CC)C(=O)Nc1cccc(-c2cn3cccnc3n2)c1
5%	-5%	30%	?	-6%	9%	-3%	i	42%[activator]	CCN(Cc1ccccc1)C(=O)c1c(-c2ccccc2Cl)noc1C
-15%	-2%	6%	13%	-9%	-24%	2%	-2%	36%	O=C(O)c1ccccc1NC(=O)C1CCN(S(=O)(=O)c2cccc3nsnc23)CC1
-20%	-3%	-26%	-2%	0%	-22%	-3%	-1%	11%	CCOc1ccccc1Nc1ccc2nonc2c1[N+](=O)[O-]
-10%	16%	14%&31%	24%	4%&13%&0%	-4%	-8%&3%	10%	10%	COc1ccc(C2=Nn3c(nnc3-c3ccccc3OC)SC2)cc1OC
-13%	-3%	28%	-11%	2%	-16%	-4%	-1%	97%[activator]	COc1cc(/C=N/NC(=O)CNC(=O)/C=C/c2ccco2)cc(OC)c1OC
-31%	-8%	-4%	?	2%	-1%	-7%	-1%	0%	CC(C)Cc1nn2c(=O)cc(COC(=O)c3ccc(NC(=O)CCc4ccccc4)cc3)nc2s1
?	0%	17%	?	0%	-13%	-15%	-10%	-29%	CCOC(=O)c1c(NC(=O)C(C)N2CCN(C(=O)c3ccco3)CC2)sc2c1CCCC2 (stereo unspecified)
?	28%	19%	?	-11%	-4%	1%	-3%	-6%	COc1cccc(C(=O)NC(=S)Nc2cccnc2)c1
-19%	.	-6%	.	?	.	4%	.	17%	COc1ccc(SCC(Cc2ccccc2)N2CCN(C)CCC2=O)cc1 (stereo unspecified)
-4%	2%	25%	0%[59 µM]	17%	1%	2%	9%	34%	CCCn1c2ccccc2c2cnn(CC(=O)NCCc3ccccc3)c(=O)c21
-4%	0%	0%	-1%[12.7 µM]	8%	4%	0%	-2%	21%	CC(=O)Oc1ccccc1-n1c(C)nc(=O)c(-c2ccccc2)c1C
4.5µM*	-22%	2%	?	1%	-29%	0%	-5%	-5%	Cc1ccsc1/C=N/n1c(-c2cccnc2)n[nH]c1=S
-10%	-3%	9%	-8%	-7%	-14%	-7%	i	5%	Cc1ccc(C(=O)N(CCN2CCCCC2)CC2CCCN(C3CCCC3)C2)s1 (stereo unspecified)

The closing three compounds of the part before open the next one.
JMJD2A Tudor	GLS inhibitor	Pol iota inh	G9a inh	Pin1 inh	BAZ2B block	BLM inh	Tb PGK inh	HP1b chromo inh	compound
-4%	0%	0%	-1%[12.7 µM]	8%	4%	0%	-2%	21%	CC(=O)Oc1ccccc1-n1c(C)nc(=O)c(-c2ccccc2)c1C
4.5µM*	-22%	2%	?	1%	-29%	0%	-5%	-5%	Cc1ccsc1/C=N/n1c(-c2cccnc2)n[nH]c1=S
-10%	-3%	9%	-8%	-7%	-14%	-7%	i	5%	Cc1ccc(C(=O)N(CCN2CCCCC2)CC2CCCN(C3CCCC3)C2)s1 (stereo unspecified)
4%	2%	42%[activator]	8%	14%	-16%	-1%	-8%	35%[activator]	O=c1c2nncn2c2cc(C(F)(F)F)ccc2n1CCNc1ncc(C(F)(F)F)cc1Cl
-6%	-9%	19%	14%	5%	6%	0%	i	58%[activator]	COc1ccc(NC(=O)CN(C)S(=O)(=O)c2cccc3cccnc23)cc1
-9%	14%	?	?	-1%	-3%	-4%	-1%	17%	CCc1ccc(N=CC2=C(O)CC(c3ccco3)CC2=O)cc1 (stereo unspecified)
79µM*	3%	-5%	-8%[59 µM]	18%	-13%	-10%	2%	-17%	Cc1ccc(C)c(N2CCN(C(=O)c3ccc4[nH]c(C)c(C)c4c3)CC2)c1
-13%	16%	?	?	4%	-35%	-3%	-2%	-12%	Cc1csc(NC(=O)CCc2nc3ccccc3s2)n1
-21%	.	-24%	.	-1%	.	-11%	.	28%	CCCCN1CCC2C=CCC(C(=O)O)C2C1=O (stereo unspecified)
-17%	-3%	23%	13%[0.501 µM]	1%	-4%	.	-1%	26%	CCN(CC(=O)Nc1ccc(NC(C)=O)cc1)C(=O)/C=C/c1ccc([N+](=O)[O-])cc1
-23%	1%	86%[activator]	?	-11%	?	-10%	-10%	-3%	CCNC(=S)N1CCn2cccc2C1c1ccc(F)cc1 (stereo unspecified)
-10%	0%	3%	-35%	-4%	-1%	.	i	32%	O=C(c1ccc(-n2cncn2)c([N+](=O)[O-])c1)N1CCN(S(=O)(=O)c2ccc(F)c(F)c2)CC1
0.79µM*	19%	87%[activator]	3.5µM*	-5%	20µM*	4%	-2%	?	COC(=O)CCN1CCN(S(=O)(=O)c2ccccc2Br)CC1
